mIDH1 inhibitor – human IDH1 R132H inhibition. actives 0.093% (n = 390,000). IDH1-R132H enzyme, NADPH consumption, diaphorase/resazurin fluorescence. Potency, µM (series often up to 76.6 µM), inactives show at the top dose activity change, negative = inhibition, hits mostly inhibitors. O75874; note: potency is the fitted concentration of half-maximal effect; % is set by controls: 0 for no effect and ±100 for the full control effect; nearly all actives have a fitted effect of over 65% in size
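IDH1-R132H (0.5 ug/mL dispensed) in pH 7.5 Tris buffer was preincubated 30 min with compound, then given a substrate mix of 0.016 mM NADPH and 2 mM alpha-KG for 80 min at room temperature; remaining NADPH was read by diaphorase/resazurin fluorescence.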
TRHR enhancer – allosterically enhances the human TRH receptor | P34981 | TRHR cells, fluo-8 calcium fluorescence, EC20 TRH enhancement | enhancement, % at 2 µM | actives 0.66% (n = 360,000) | AID 493056; in the data active = enhancement above about 30%; note: 0% is about no effect
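TRHR-expressing cells loaded with fluo-8 calcium dye were read kinetically (ex 480/em 530) during compound addition, then stimulated with an EC20 of TRH (10 nM final). Enhancement of the Gq-mediated intracellular calcium response was scored.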
D2 agonist – activates the human D2 dopamine receptor; P14416; HEK293 T-REx D2 cells, calcium flux agonist mode; activation, % at 2 µM; actives 0.53% (n = 340,000); AID 485358;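 active = activation over 3 SD above normal in the single-dose calcium agonist read, cut at about 30% in these data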; note: 0% is about no effect
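HEK293 Trex D2 cells, tetracycline-induced, o/n 30 C 5% CO2; no-wash Ca dye, RT 30–90 min; 10-cycle baseline, 23 nl cpd added, kinetic Ca read 180 s; agonist hits = positive Ca response.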
TRHR agonist – activates the human TRH receptor. P34981. TRHR cells, calcium flux fluo-8, FDSS agonist mode. activation, % at 2 µM. actives 0.18% (n = 360,000); in the data active = activation above about 30%; note: 0% is about no effect
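Fluo-8-loaded TRHR cells; 10 s baseline, compound added, kinetic Ca2+ fluorescence read 1/s, agonist mode.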
USP1-UAF1 inh – inhibitors of human USP1/UAF1 deubiquitinase; recombinant USP1/UAF1, Ub-Rhodamine cleavage fluorescence; actives 0.23% (n = 390,000); O94782; AID 743255; Potency, µM (doses to about 57.1 µM), without a hit: at the top dose activity change, negative = inhibition, usual class: inhibitors; note: potency is the fitted concentration of half-maximal effect; % is set by controls: 0 for no effect and ±100 for the full control effect; nearly all actives have a fitted effect of over 60% in size; inactives centre near -12
Target sequence (O94782 whole entry, looked up): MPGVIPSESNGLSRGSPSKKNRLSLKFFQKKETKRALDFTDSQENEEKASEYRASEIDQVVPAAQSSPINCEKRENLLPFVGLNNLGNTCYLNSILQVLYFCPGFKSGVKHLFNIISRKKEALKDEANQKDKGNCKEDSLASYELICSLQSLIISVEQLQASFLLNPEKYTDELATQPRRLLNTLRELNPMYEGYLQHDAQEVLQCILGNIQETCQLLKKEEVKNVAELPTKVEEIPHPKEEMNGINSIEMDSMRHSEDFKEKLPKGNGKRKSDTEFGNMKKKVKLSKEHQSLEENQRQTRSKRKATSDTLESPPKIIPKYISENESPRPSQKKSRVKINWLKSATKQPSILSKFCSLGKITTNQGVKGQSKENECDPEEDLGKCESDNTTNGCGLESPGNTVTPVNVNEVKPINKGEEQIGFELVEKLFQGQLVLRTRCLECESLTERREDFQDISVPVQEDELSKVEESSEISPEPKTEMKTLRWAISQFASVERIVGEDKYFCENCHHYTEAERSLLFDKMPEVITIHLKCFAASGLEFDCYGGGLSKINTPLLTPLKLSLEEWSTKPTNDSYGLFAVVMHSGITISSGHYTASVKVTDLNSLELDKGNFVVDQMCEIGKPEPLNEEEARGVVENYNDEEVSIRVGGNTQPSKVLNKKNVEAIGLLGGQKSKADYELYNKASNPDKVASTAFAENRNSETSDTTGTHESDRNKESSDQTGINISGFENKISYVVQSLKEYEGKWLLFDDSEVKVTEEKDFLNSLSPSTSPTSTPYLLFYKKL
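USP1/UAF1 complex (1 nM) preincubated 15 min at room temperature with compound, then Ub-Rho substrate (150 nM final) added. Kinetic fluorescence at 480/540 nm over 6 reads at 60 s intervals; 50 mM HEPES pH 7.8, 0.5 mM EDTA, 0.1 mg/ml BSA, 1 mM TCEP, 0.01% Tween-20.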
TrxR1 substrate – is turned over as a substrate by rat TrxR1; O89049; purified TrxR1 substrate turnover, NADPH consumption readout; Potency, µM (titrated, usually from 114 µM), for inactives: top-dose activity change, negative = substrate turnover; actives 0.01% (n = 390,000); AID 588456; note: potency is the fitted concentration of half-maximal effect; % is set by controls: 0 for no effect and ±100 for the full control effect; nearly all actives have a fitted effect of over 50% in size
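Rat TrxR1, dispensed at 90 nM, was prereduced with 400 uM NADPH (final) for 5 min at ~22 deg C, then incubated with compound 15 min before 400 uM selenite. A first-read NADPH fluorescence drop versus no-compound background flagged substrates.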
D2 antag – antagonizes the human D2 dopamine receptor; AID 485344; HEK293 TREx D2 cells, calcium flux, dopamine EC80; P14416; actives 2% (n = 340,000); inhibition, % at 10 µM; in the data active = inhibition above about 30%; note: 0% is about no effect
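Inhibition of EC80 dopamine-driven calcium flux, recorded kinetically, defines activity here; cells are a tetracycline-induced HEK293 T-REx line expressing force-coupled D2.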
Pin1 inh – human Pin1 inhibition; Q13526; Pin1 FP peptide displacement, HiFluor488, 10 min; Potency, µM (highest dose often 115 µM), for the others: at the highest dose activity, negative = inhibition, hits mostly inhibitors; actives 0.009% (n = 390,000); active = well fitted inhibition curve with a large enough effect in the polarisation, with a control signal flat, not every such curve was filed as active; inconclusive = small, poorly fitted or top-dose-only effect, or effect the other way, or a change in a side signal; inactive = no such curve, though single readings can be large or run the other way; the % refers to the polarisation; note: potency is the fitted concentration of half-maximal effect; % is set by controls: 0 for no effect and ±100 for the full control effect
Target sequence (Q13526 whole entry, looked up): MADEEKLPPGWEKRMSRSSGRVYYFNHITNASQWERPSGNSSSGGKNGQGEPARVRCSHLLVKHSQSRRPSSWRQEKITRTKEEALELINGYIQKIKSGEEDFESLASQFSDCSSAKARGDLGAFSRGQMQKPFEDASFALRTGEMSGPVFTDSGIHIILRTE
rTrxR1 inhibitor – rat TrxR1 inhibition; O89049; recombinant rTrxR1, NADPH fluorescence consumption, selenite substrate; Potency, µM (titrated, usually from 114 µM), for inactives: at the highest dose activity change, negative = inhibition, actives largely listed as inhibitors; actives 1% (n = 390,000); AID 588453; note: potency is the fitted concentration of half-maximal effect; % is set by controls: 0 for no effect and ±100 for the full control effect; nearly all actives have a fitted effect of over 65% in size
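Rat TrxR1 (90 nM in the dispensed reagent) was pre-reduced with 400 uM NADPH for 5 min at room temperature, then incubated with compound for 15 min. After 400 uM selenite was added, NADPH fluorescence (Ex 340/Em 450 nm) was followed for 8 min.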
An asterisk follows results filed as active; ? = inconclusive; . = no result given; & = joins results of further samples; [ ] = remark or other dose. Unless noted, calls come from the whole dose curve; as a rule, active = well fitted inhibition curve with a large enough effect; inconclusive = small, poorly fitted or top-dose-only effect; inactive = no such curve, though single readings can be large or run the other way. Only part of the results is shown; the hit share may differ from the screen's.

SMILES	mIDH1 inhibitor	TRHR enhancer	D2 agonist	TRHR agonist	USP1-UAF1 inh	TrxR1 substrate	D2 antag	Pin1 inh	rTrxR1 inhibitor
CCN(CC)C(=O)Cn1c(=O)n(-c2ccc(Cl)c(Cl)c2)c(=O)c2c(C)c(C(=O)N(CC)CC)sc21	-9%	-7	0.2	-0.2	?	3%[57.1 µM]	.	-6%	14%[57.1 µM]
O=C(NNC(=O)c1cccnc1)Nc1cccc2ccccc12	3%	3	0.1	-0.2	-17%	18%	9	6%	15%
COc1cccc(CNC(=O)C2CCN(S(=O)(=O)c3ccc4c(c3)OCCO4)CC2)c1	0%	-5	-0.1	1.4	-10%	-14%	4	-1%	-11%
CC[C@H](C)Cc1cn([C@@H](CCCN=C(NC(=O)OC(C)(C)C)NC(=O)OC(C)(C)C)C(=O)NCCCCCCCCCCC(=O)N2CCN(C(=O)OC(C)(C)C)CC2)nn1	5%	0	0.1	-0.8	?	2%	7	12%	21%
CC(C)C(=O)Nc1cccc(NC(=S)NC(=O)c2ccc([N+](=O)[O-])cc2)c1	-1%	-4	0.3	-0.1	-18%	-2%[57.1 µM]	3	3%	?
COc1ccc(NC(=O)CN(C)CC(=O)Nc2sc3c(c2C(N)=O)CCC3)cc1	7%	2	1.0	-0.9	-13%	-9%	3	-2%	?
COc1ccc(CN(C)C(=O)c2cccc(Oc3ccccc3)c2)c(OC)c1OC	0%	-18	0.0	-0.1	-15%	-10%	26	-1%	-10%
N/C(=N\OC(=O)c1ccc(Cl)cc1)c1cccnc1	7%	5	0.3	0.7	-10%	-1%	8	0%	-4%
Cc1csc(NC(=O)C2CCN(S(=O)(=O)c3ccc4c(c3)oc(=O)n4C)CC2)n1	13%	-4	1.5	0.6	-24%	5%	12	8%	19%
COC(=O)c1sc2ncccc2c1OCc1ccccc1Cl	4%	0	-0.1	0.2	-5%	6%[57.1 µM]	16	?	-7%
CN(C)C=NC(=O)c1cc(C(=O)c2ccccc2Cl)c[nH]1	10%	3	0.4	-0.7	-6%	-17%[57.1 µM]	46*	-5%	26%[57.1 µM]
O=C(CSc1nc(=O)n(Cc2cccnc2)c2c1CCC2)Nc1cccc(Cl)c1	11%	-3	-0.1	-0.4	?	4%[57.1 µM]	.	3%	11%[57.1 µM]
C=C(C)CSc1nc2sc3c(c2c(=O)n1Cc1ccccc1)CC(C)(CC)OC3 (stereo unspecified)	10%	-3	1.0	-0.2	-7%	-13%	.	14%	-32%
Cc1ccc(S(=O)(=O)CC(=O)c2ccc([N+](=O)[O-])cc2)cc1	0%	2	0.8	0.3	-9%	0%	11	0%	?
CC(=O)Nc1cc2c3ccccc3n(C)c2cc1[N+](=O)[O-]	15%	.	.	.	-7%	12%	.	-11%	29%
O=C(CN1N=C(c2ccccc2)CCC1=O)NCc1ccccc1	9%	0	-0.3	-0.2	9%	5%[57.1 µM]	-1	0%	22%[57.1 µM]
CC(=O)c1c(C)[nH]c(C(=O)CSc2nnc(N)s2)c1C	0%	9	0.1	0.0	-19%	-7%	-5	3%	-3%
Nc1c(Br)cc2oc(-c3ccccc3)nc2c1Br	6%	-1	-0.4	0.2	-8%	-2%	0	2%	-3%
Cn1c(Cc2ccc3c(c2)OCO3)nnc1SCC(=O)N1CCc2ccccc2C1	1%	-1	0.7	0.1	-6%	2%	-2	-7%	?
Cc1noc(C)c1CSCC(=O)NCCN1C(=O)S/C(=C\c2ccccc2F)C1=O	-8%	4	0.9	-0.3	-19%	-6%	-6	-2%	19%[57.1 µM]
O=C(CSc1n[nH]c(-c2cc(Cl)ccc2Cl)n1)NCCN1C(=O)CSC1=O	-1%	-3	-0.6	0.0	6%	-2%	-4	-12%	4%
Cc1ccc(-n2c(Cc3cccn3C)nnc2SCC(N)=O)cc1	0%	-3	-0.2	0.4	-8%	4%	-4	-1%	-2%
CC(C)CCn1c(SCc2cccc(F)c2)nc2ccsc2c1=O	-2%	7	1.4	1.4	-18%	4%[57.1 µM]	.	-8%	15%[57.1 µM]
Cc1ccccc1NC(=O)Cn1c(O)c(N=NC(=O)c2ccccc2O)c2ccccc21	-3%	-4	0.1	-0.2	-19%	-10%	9	2%	?
CNC(=O)C1(CC(C)C)C=CCN1C(C)=O (stereo unspecified)	-1%	5	-0.4	0.5	-24%	8%[57.1 µM]	14	-6%	18%

Copied from the list.
`Cc1noc(C)c1CSCC(=O)NCCN1C(=O)S/C(=C\c2ccccc2F)C1=O` in Pin1 inh reads -2%
`COc1ccc(CN(C)C(=O)c2cccc(Oc3ccccc3)c2)c(OC)c1OC` in TRHR enhancer reads -18

More structures follow:
SMILES	mIDH1 inhibitor	TRHR enhancer	D2 agonist	TRHR agonist	USP1-UAF1 inh	TrxR1 substrate	D2 antag	Pin1 inh	rTrxR1 inhibitor
CC(C)c1onc(C(=O)Nc2cccnc2Cl)c1[N+](=O)[O-]	0%	-2	0.5	-0.1	-25%	0%	-2	-3%	?
CNCCC(Oc1ccccc1OC)c1ccccc1 (stereo unspecified)	27%	.	.	.	14%	2%[57.1 µM]	.	-17%	-6%[57.1 µM]
O=C1CC(c2cc(F)cc(F)c2)c2cc3c(cc2N1)OCO3 (stereo unspecified)	-1%	2	-1.0	0.3	-22%	-1%	.	-10%	5%
CCc1nc(SCC(N)=O)c2c(=O)n(C)c(=O)n(C)c2n1	16%	0	1.1	0.9	-6%	5%[57.1 µM]	0	-5%	-4%[57.1 µM]
CCOC(=O)COn1c(=O)c(-c2cc3ccccc3o2)[n+]([O-])c2ccccc21	-3%	3	0.9	6.1	-2%	17%[57.1 µM]	-31	3%	20%[57.1 µM]
COc1ccc(-c2nnn(CC(=O)NCc3ccc4c(c3)OCO4)n2)cc1OC	-7%	3	-3.4	-1.3	-22%	2%	2	9%	6%
Cc1sc(NC(=O)C2CCCO2)c(C(N)=O)c1C (stereo unspecified)	19%	-2	0.0	0.5	-20%	-3%	9	-9%	-15%
CC(C)CCn1c(S(=O)(=O)O)nc2ccccc21	0%	8	-2.1	-0.7	-10%	6%	2	4%	19%
CN(C)CCCNC(=O)c1cc(Br)ccc1Cl	-2%	8	0.4	0.8	-3%	3%	-10	-9%	11%
Cc1oc(-c2cccs2)nc1CN1CCN(C2CCCC2)C(CCO)C1 (stereo unspecified)	-2%	8	.	-0.6	-6%	10%	.	-5%	-4%
Cc1ccc2c(c1)c(=O)c1ccccc1n2CCCC(=O)Nc1ccc(C)c(F)c1	1%	12	-2.4	-0.8	-24%	48%[activator]	.	?	12%
O=C(CCN1C(=O)C2C3C=CC(C3)C2C1=O)Nc1c(F)cc(F)cc1Br (stereo unspecified)	-3%	-5	0.5	0.0	-15%	3%[57.1 µM]	-19	0%	4%[57.1 µM]
COc1cnc(-c2ccccn2)nc1Oc1ccc(F)cc1F	3%	18	0.2	0.2	-11%	-1%	7	-6%	-15%
O=C(C1=NN[C@@H]2C(=O)N(Cc3ccccc3)C(=O)[C@H]12)c1ccc([N+](=O)[O-])cc1	0%	0	0.1	0.1	-19%	-5%	-4	-6%	6%
N#C/C(=C\c1ccc(-c2ccc(F)cc2F)o1)c1nc2ccccc2[nH]1	-16%	-1	.	78*	331%[activator]	-9%	.	?	4%
CCOC(=O)N1CCN(C(=O)c2cccc(OC)c2O)CC1	8%	1	0.6	-0.3	-20%	-4%	19	-7%	24%
O=S(=O)(c1ccc(F)cc1)N1CCN(CC(O)COCc2cccs2)CC1 (stereo unspecified)	1%	-1	0.2	-0.1	-4%	-7%	6	?	-13%
O=C(CCc1nnc(CCCc2ccccc2)o1)NC(C1CC1)C1CC1	-13%	-1	.	-0.4	-16%	-5%	.	1%	2%
O=C(O)C1CCCCC1C(=O)NCCCN1CCCC1=O (stereo unspecified)	8%	-5	0.2	0.3	-14%	10%	-6	0%	27%
CCOc1ccc(Oc2ccc(NS(=O)(=O)c3cc(C(=O)O)ccc3Cl)cc2)cc1	11%	5	-0.1	0.7	-22%	0%	14	-12%	-4%
COc1ccc(C(=O)CCN2CCN(c3ccccc3OC)CC2)cc1	4%	6	-1.3	-1.1	-12%	0%	-7	-4%	14µM*
COc1ccc(CNc2c(CO)cnc3c2cnn3C)cc1	3%	-3	1.3	0.4	-26%	-5%	-10	-3%	-5%
O=S1(=O)CCOC[C@H](c2ccccc2)N1Cc1cccc(F)c1	-11%	-1	-0.8	-1.1	-30%	-1%[57.1 µM]	0	?	-7%[57.1 µM]
CCOC(=O)C1=C(C)NC(=O)NC1C (stereo unspecified)	7%	3	0.7	-0.2	-11%	9%	9	-5%	18%
CC1=CC2=NC(=O)CC(C)(C(=O)N(CC(=O)NC(C)(C)C)Cc3ccccc3)N2C=C1 (stereo unspecified)	0%	8	0.6	1.1	-6%	125%[activator]	7	0%	37%[57.1 µM]
Cc1ccc2nc(CSc3nnc(NC(=O)COc4ccccc4F)s3)cc(=O)n2c1	-18%	7	-0.9	-0.3	-21%	0%[57.1 µM]	.	8%	11%[57.1 µM]
Cc1ccc(OC(C)C(=O)Nc2ccc(S(=O)(=O)Nc3nccs3)cc2)cc1 (stereo unspecified)	-3%	3	1.4	0.4	-4%	7%	12	3%	21%
COc1cccc(-c2cc(C(=O)N3CCN(c4ccccc4OC)CC3)no2)c1	7%&-4%	0&4	6.2&-0.7	-0.4&-0.7	-8%&-14%	-12%&5%	3	17%&4%	16%[57.1 µM]

A second format for part of the listing above:
Below each SMILES – mIDH1 inhibitor, TRHR enhancer, D2 agonist, TRHR agonist, USP1-UAF1 inh, TrxR1 substrate, D2 antag, Pin1 inh, rTrxR1 inhibitor
> COc1ccc(CN(C)C(=O)c2cccc(Oc3ccccc3)c2)c(OC)c1OC
→ 0%, -18, 0.0, -0.1, -15%, -10%, 26, -1%, -10%
> N/C(=N\OC(=O)c1ccc(Cl)cc1)c1cccnc1
→ 7%, 5, 0.3, 0.7, -10%, -1%, 8, 0%, -4%
> Cc1csc(NC(=O)C2CCN(S(=O)(=O)c3ccc4c(c3)oc(=O)n4C)CC2)n1
→ 13%, -4, 1.5, 0.6, -24%, 5%, 12, 8%, 19%
